# Compound activity as filed in PubChem BioAssay.
# UBC13 inh: human UBC13 polyubiquitination inhibition. P61088. UBC13 polyubiquitin chain formation, TR-FRET. inhibition, % at 20 µM. 330,000 compounds, 0.47% hits; in the data active = inhibition above about 45%, passing the limit was not always enough
# Target sequence (P61088 whole entry, looked up): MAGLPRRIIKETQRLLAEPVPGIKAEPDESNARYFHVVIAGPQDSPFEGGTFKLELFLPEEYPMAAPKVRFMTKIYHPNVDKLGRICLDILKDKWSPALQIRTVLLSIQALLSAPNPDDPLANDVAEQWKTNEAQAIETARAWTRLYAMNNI
# SENP8 block-1: blocks human SENP8 cleavage of Nedd8 substrate | 360,000 compounds, 0.64% hits | Q96LD8 | inhibition, % at 20 µM | recombinant SENP8, Nedd8 substrate fluorescence | AID 602440; in the data active = inhibition mostly above about 40%, no sharp cut-off; inactive = mostly below about 27%
# SENP8 block-2: SENP8 protease inhibition; purified SENP8, Z-RLRGG-aminoluciferin cleavage, luminescence; inhibition, % at 10 µM; 330,000 compounds, 1.2% hits; AID 2540; in the data active = inhibition above about 50%
# MIN6 prolif: MIN6 beta-cell proliferation induction | 330,000 compounds, 0.29% hits | proliferation, % at 10 µM | MIN6 cells proliferation, ATPlite luminescence, 48 h; cells starved in 0.2% serum; 100% = growth in 10% serum;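 active = compounds whose signal lies at least 3.5 SD above the mean of all wells on their plate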;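 also: 0% = DMSO-treated cells in low-serum medium and 100% = 10% serum control; some compounds called inactive have numbers as strong as hits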
# PfGluPho inh: PfG6PD (Plasmodium falciparum) enzyme inhibition; PfGluPho enzyme, NADPH resazurin-diaphorase fluorescence; inhibition, % at 20 µM; 350,000 compounds, 0.78% hits; AID 504690;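 active = inhibition reaching at least a set limit at 20 µM in the primary screen, cut at about 59% in these data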;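 also: 0% = DMSO wells with substrate and 100% = DMSO wells lacking glucose-6-phosphate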
# SENP1 FRET inh: SENP1 (human) catalytic domain inhibition. Q9P0U3. recombinant SENP1 catalytic domain, CyPet-SUMO1-YPet FRET cleavage. inhibition, % at 10 µM. 360,000 compounds, 0.21% hits;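 active = inhibition at least 30% at 10 µM, raw YFP signal under a set limit, fluorescence ratio 0.5 to 1.5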;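 also: 0% = enzyme with DMSO and 100% = no enzyme wells; some results filed as inactive read as strong as hits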
#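 Compound: 10 µM single point, 0.5% DMSO; Test system: hSENP1 catalytic domain, recombinant; Timing: 50 min reaction at room temperature; Technique: FRET, CFP and YFP emission; Control set: no-enzyme wells low, DMSO-plus-enzyme wells high control.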
# SENP7 inh: SENP7 protease inhibition; recombinant SENP7, Z-RLRGG-aminoluciferin luminescence, 40 min; inhibition, % at 5 µM; 330,000 compounds, 1.5% hits; AID 434973;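 active = inhibition above about 50% at the single test dose, limit read from the data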;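 also: plate controls were DMSO with enzyme for no effect and no enzyme buffer wells for full effect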
# Target sequence (Q9BQF6 706-1050 limits assumed): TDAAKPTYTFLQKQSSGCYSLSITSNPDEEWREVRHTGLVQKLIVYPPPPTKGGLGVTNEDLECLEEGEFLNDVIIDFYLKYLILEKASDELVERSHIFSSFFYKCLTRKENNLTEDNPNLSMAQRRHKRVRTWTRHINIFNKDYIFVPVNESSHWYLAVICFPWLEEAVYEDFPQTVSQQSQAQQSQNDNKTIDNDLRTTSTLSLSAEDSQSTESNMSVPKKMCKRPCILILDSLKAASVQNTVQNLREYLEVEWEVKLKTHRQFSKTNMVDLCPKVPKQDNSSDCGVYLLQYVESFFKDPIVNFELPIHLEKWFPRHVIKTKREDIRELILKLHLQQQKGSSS
# SENP6 block: SENP6 protease inhibition; AID 2599; 330,000 compounds, 1.8% hits; inhibition, % at 10 µM; Q9GZR1; Recombinant SENP6 catalytic domain, aminoluciferin luminescence;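 active = inhibition above about 50% at the single tested dose, limit read from the data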;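 also: plate controls were DMSO wells with enzyme for no effect and DMSO wells lacking enzyme for full effect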
# Target sequence (Q9GZR1 628-1112 limits assumed): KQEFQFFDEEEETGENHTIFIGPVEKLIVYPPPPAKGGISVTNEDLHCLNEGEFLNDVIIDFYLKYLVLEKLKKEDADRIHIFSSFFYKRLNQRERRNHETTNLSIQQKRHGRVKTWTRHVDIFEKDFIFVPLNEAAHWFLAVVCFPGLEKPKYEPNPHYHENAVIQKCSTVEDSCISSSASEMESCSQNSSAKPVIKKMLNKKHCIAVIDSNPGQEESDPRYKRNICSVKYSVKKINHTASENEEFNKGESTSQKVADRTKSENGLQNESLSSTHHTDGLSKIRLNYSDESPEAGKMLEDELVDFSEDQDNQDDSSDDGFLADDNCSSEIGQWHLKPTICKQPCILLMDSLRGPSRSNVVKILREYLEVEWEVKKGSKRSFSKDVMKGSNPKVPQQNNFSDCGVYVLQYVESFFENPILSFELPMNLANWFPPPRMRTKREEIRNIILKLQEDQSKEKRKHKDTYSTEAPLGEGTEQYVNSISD
# HKDC1 inh: inhibitors of human hexokinase HKDC1 | recombinant HKDC1, G6PDH/diaphorase resazurin coupled fluorescence | inhibition, % at 20 µM | AID 493160 | Q2TB90 | 340,000 compounds, 0.16% hits;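 active = inhibition above about 35% when tested at 20 µM, limit read from the data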;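 also: plate controls were DMSO wells with enzyme for no effect and DMSO wells lacking enzyme for full effect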
#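 System: Recombinant HKDC1 hexokinase | Amount: HKDC1 at 5 µg/mL | Reagent: Glucose with 1 mM ATP | Doses: Single 20 µM dose | Incubation: Reaction time 90 min, room temperature, protected from light | Signal: Coupled resazurin fluorescence, excitation 525 nm, emission 613 nm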
# * = called active by the depositor; i = inactive; / = no result given.
SMILES,UBC13 inh,SENP8 block-1,SENP8 block-2,MIN6 prolif,PfGluPho inh,SENP1 FRET inh,SENP7 inh,SENP6 block,HKDC1 inh
Cc1ccc(Nc2cc(C)nc3ncnn23)c(Cl)c1,4,8,-3,5,-13,1,-3,-16,3
COc1cccc(-n2c(=O)c3ccccc3n(CC(=O)NCC3CCCO3)c2=O)c1 (stereo not drawn),2,6,-5,-1,2,1,1,-10,-6
COC(=O)c1cc(C)sc1NC(=O)c1ccco1,8,-347,1,-3,8,-1,15,-17,-6
CC(C)c1ccc(C(=O)NC(=S)NCc2cccnc2)cc1,-14,17,-19,-6,11,0,0,-17,-5
O=C(COc1ccccc1Cl)Nc1ccc(CN2CCOCC2)cc1,-4,5,6,1,-11,-1,2,0,-5
CCOC(=O)c1cnc(SCC(=O)N2CCOCC2)nc1N,0,10,-2,-3,-2,0,-8,-2,-6
COc1ccc2c(c1)NC(=O)CC(c1ccccc1)=N2,-14,9,-16,-2,-2,0,-11,-15,-7
CC(C)=CCN1CCN(Cc2cccnc2)CC1CCO (stereo not drawn),-1,7,2,-1,5,0,-5,-5,-7
Cc1cc(C)c2c(c1)-c1cc(C)nn1C(c1ccc3c(c1)OCO3)N2 (stereo not drawn),12,-300,-5,-2,5,-20,-8,0,0
O=C(CSc1ccc2nnc(-c3ccncc3)n2n1)Nc1ccc2c(c1)OCO2,-1,18,0,-4,46,1,-10,8,2
Cc1cc(C)n2nc(C(=O)NC3CCCc4ccccc43)nc2n1 (stereo not drawn),-14,11,-4,-1,1,0,-8,-7,-7
CCOc1cc(CC(=O)N[C@@H](CC(C)C)c2ccccc2N2CCCCC2)ccc1C(=O)O,-10,12,6,0,-52,-5,4,-6,2
COC(=O)c1cccc(C23CC4(C2)[C@H](CN(Cc2ccc(-c5ccccc5)cc2)[C@@H]4c2ccccc2)C3c2ccc(Cl)nc2)c1 (stereo partly drawn),-42,11,-19,-6,13,-3,-15,-11,-2
COc1ccc(-n2c(SCC(=O)NCCC(C)C)nc3ccsc3c2=O)cc1,-10,11,-14,-2,31,1,2,-2,-2
Cc1ccc(-c2ccc(SCC(=O)Nc3nonc3C)nn2)cc1,-6,28,-17,-3,11,-1,-7,-10,-4
C/C(=N\NC(=O)CSc1nc(C)cc(C)n1)c1cccc([N+](=O)[O-])c1,2,16,2,-1,-13,2,15,-17,2
CCn1c(CCNC(=O)c2ccc(OC)cc2)nnc1SCc1ccc(Cl)cc1Cl,-10,14,-8,-2,-17,0,-1,-12,13
O=C(Cc1ncc(C(F)(F)F)cc1Cl)NCCc1ccccc1,-7,3,0,1,0,3,5,-12,3
CCOC(=O)C1CCCN(c2c(N3CCC(N4CCCCC4)CC3)c(=O)c2=O)C1 (stereo not drawn),-1,12,2,3,-4,-1,6,-4,0
CCCCN=C1C([N+](=O)[O-])=CC=C2C1=NC1(CCCCC1)N2O,-60,24,-3,-2,8,5,6,6,-2
CCOc1c(Cl)cc(CNCC(C)C)cc1Cl,6,11,0,2,-5,0,2,-1,-7
O=C(O)CC1=C(Nc2ccccc2)C(=O)N(c2ccccc2)C1c1ccc(Br)cc1 (stereo not drawn),-2,-21,4,-4,-10,0,2,-4,2
O=C(CNC(=O)Cc1ccc(Cl)cc1)NCc1ccco1,5,4,2,-1,0,1,1,-4,-5
Nc1c(/C=C2/C=CC(=O)C(O)=C2)c(=O)nc2sc(CC(=O)N3CCOCC3)nn12,/,11,/,/,-1,-53,/,/,1
CC1CC(=S)Nc2ccccc2S1 (stereo not drawn),-4,21,3,-1,-1,-1,-2,4,-5
CC(=O)Nc1cc(-n2cnnn2)ccc1C,8,6,-3,0,-1,-3,2,-3,-12
CCS(=O)(=O)c1ccc2oc(SCC(=O)NC34CC5CC(CC(C5)C3)C4)nc2c1,3,12,-7,0,-3,1,-13,-5,-2
CCCC(=O)Nc1ccc(NC(=O)c2ccccn2)cn1,-4,33,1,0,17,2,29,24,-5
CN(C)S(=O)(=O)N1CCC(Oc2cccc(C(=O)NCCCC3CCCC3)c2)CC1,-7,19,3,-7,0,0,-2,7,5
Cc1ccc(NC(=O)Nc2ccc3c(c2)OCO3)nc1,9,2,-10,-1,44,-2,3,-20,1
O=C1C=C(Nc2ccccc2C(=O)O)c2ccccc2C1=O,-100,33,86*,-3,39,-3,44,86*,46*
C/C(=N\NC(=O)c1ccc(N2CCCC2=O)cc1)c1ccccc1,1,2,11,-2,4,-3,0,8,-2
COc1ccc(N(CC(=O)NCCc2ccccc2)C(=O)c2csnn2)cc1OC,5,6,4,6.2*,5,1,4,-4,0
Cc1nc2ncccn2c1-c1csc(NCc2ccco2)n1,-4,-4,-5,-3,23,3,3,-5,-1
C/C=C(/C)C(=O)Nc1cccc(C2=NOC3(C2)C[C@@H](C(N)=O)N(C(=O)CC(c2ccccc2)c2ccccc2)C3)c1 (stereo partly drawn),6,4,0,-1,10,0,-8,-17,0
Cc1cccc(C(C)(C)C)c1OCCOCCN1CCCC1,-3,19,-14,0,2,0,-5,-12,7

# 3 of the entries above in order of the UBC13 inh value, highest first.
structure	UBC13 inh
CCS(=O)(=O)c1ccc2oc(SCC(=O)NC34CC5CC(CC(C5)C3)C4)nc2c1	3
Cc1cccc(C(C)(C)C)c1OCCOCCN1CCCC1	-3
CN(C)S(=O)(=O)N1CCC(Oc2cccc(C(=O)NCCCC3CCCC3)c2)CC1	-7

# Next part.
SMILES,UBC13 inh,SENP8 block-1,SENP8 block-2,MIN6 prolif,PfGluPho inh,SENP1 FRET inh,SENP7 inh,SENP6 block,HKDC1 inh
O=C(CCNc1ccccc1)c1ccc2c(c1)OCO2,3,4,5,-5,2,0,29,8,2
Cc1ccc(NC(=S)NCc2ccc(F)cc2)c(C)c1,7,-4,2,-4,6,4,15,-12,-5
O=C(CSc1nc(-c2ccco2)cc(C(F)(F)F)n1)Nc1cccnc1,-5,-16,3,-2,-2,-1,0,-10,0
CCOc1c2ccc(C(=O)NCCCCc3ccccc3)cc2nn1C,12,-480,-11,-2,0,2,-18,-1,3
CCCn1c(SCC(=O)N(CC)CC)nnc1-c1ccncc1,10,6,2,-1,-15,-3,6,-7,6
OCC1(CCOc2ccccc2)CCN(Cc2cc(Cl)ccc2O)CC1,-2,8,5,-3,-13,1,5,2,5
CCSc1nc2ccccc2n1CC(=O)O,-4,5,0,-1,-4,2,-4,-16,-7
O=C(COC(=O)C1CC1)NCc1ccccc1Cl,0,32,8,0,10,1,0,-2,-4
Cc1ccccc1N1CCN(C(=O)c2cc(C3CC3)nn2-c2ccccc2)CC1,5,14,8,-7,13,1,-4,-6,-1
O=S(=O)(c1ccc(Cl)c(Cl)c1)N1CCc2nc3ccccc3n2CC1,/,14,/,/,-5,-5,/,/,0
CN1CCC(=NNC(=O)COc2ccc(Cl)cc2)CC1,6,11,-1,-1,-4,3,-11,-11,-7
O=C(NN1C(=O)NC2(CCCCC2)C1=O)c1cccs1,7,2,-5,-5,-16,2,1,5,-3
Fc1ccc(-c2cn3cc(C(F)(F)F)cc(Cl)c3n2)cc1,14,-150,34,-1,53,-2,82*,75*,-1
Cc1ccc(S(=O)(=O)NC(CC(=O)N2CCc3ccccc32)c2ccco2)cc1 (stereo not drawn),3,8,-2,-1,2,2,-1,-5,-1
Cc1ccc(N2CCN(S(=O)(=O)c3cccs3)CC2C)cc1 (stereo not drawn),-4,-1,0,-5,6,0,-16,-7,0
CCOCCOC(=O)C1=C(C)NC(=O)NC1c1ccc2c(c1)OCO2 (stereo not drawn),7,-2,-8,1,3,-13,-8,21,-1
C=CCOC(=O)C1=C(C)Nc2[nH]c(=O)[nH]c(=O)c2C1c1cccc(OC)c1 (stereo not drawn),3,/,3,-1,/,/,10,-4,/
Cc1nc2cc(-c3ccccc3)sc2c(=O)n1N,-14,-9,96*,-5,-4,2,99*,96*,-4
COc1ccc(C(C)=O)cc1COC(=O)c1cccnc1Cl,8,7,2,1,15,1,1,-10,-8
O=C1c2ccccc2C(=O)N1CCCc1nc(-c2ccccc2)no1,8,-2,-2,2,9,1,1,-5,-9
CCOc1ccc(NS(=O)(=O)c2ccc3[nH]c(=O)[nH]c3c2)cc1,0,18,1,-2,-4,0,-7,12,-1
CC1(C)SC[C@H](C(=O)Nc2cccc(Cl)c2)N1C=O,5,1,1,-3,-17,1,0,5,0
O=C1NCCN1Cc1ccc(F)cc1,7,13,-2,0,4,2,7,-17,-9
COCCCn1c(=O)c2sccc2n2c(CCCC(=O)NCc3ccc(OC)cc3)nnc12,8,11,6,-1,11,0,6,-1,-3
COCCCNc1oc(/C=C/c2ccccc2)nc1C#N,12,-263,12,-5,17,-161,21,28,-3
COc1ccc(OC)c2c1sc(=NC(=O)c1ccco1)n2C,37,-485,-10,4,-3,0,-6,-14,3
CCc1nnc(SCC(=O)Nc2ccc(NC(C)=O)cc2)n1-n1cccc1,-7,8,-3,-1,-13,2,1,-2,2
O=[N+]([O-])c1ccc(Cc2ccccn2)cc1,12,19,5,1,9,-1,-4,-13,0
Oc1ccc(N2Cc3ccccc3C2)cc1,0,9,-8,-6,6,-3,1,-2,10
CC(C)(O)c1cc2ccccc2c(=O)o1,-6,2,-7,-4,-1,1,-15,4,-5
COc1ccc2cc3cc(C(=O)NCCc4ccc(OC)c(OC)c4)oc3nc2c1,9,i,-6,-1,12,-1,-4,-8,13
CC(C)N1CCN(Cc2ccoc2)CC1CCO (stereo not drawn),3,-6,-1,0,-7,0,3,-12,-9
COc1ccc(Br)c(OC)c1C(=O)NC(=O)Nc1c(F)cccc1F,5,13,-1,-1,8,0,2,-23,-7
COc1ccc(-c2noc(CN3CCCCC3)n2)cc1OC,1,15,-1,1,-11,0,12,-14,-6
CCOC(=O)Cc1csc(NC(NC(=O)CC)(C(F)(F)F)C(F)(F)F)n1,-1,10,-6,-3,17,0,6,1,-6
COc1ccc(C2CC(c3ccc(Br)cc3)=NN2C(=O)CCC(=O)O)cc1OC (stereo not drawn),-11,4,3,2,-12,1,-2,0,-5

# The closing two records of the section before lead into the next.
SMILES,UBC13 inh,SENP8 block-1,SENP8 block-2,MIN6 prolif,PfGluPho inh,SENP1 FRET inh,SENP7 inh,SENP6 block,HKDC1 inh
CCOC(=O)Cc1csc(NC(NC(=O)CC)(C(F)(F)F)C(F)(F)F)n1,-1,10,-6,-3,17,0,6,1,-6
COc1ccc(C2CC(c3ccc(Br)cc3)=NN2C(=O)CCC(=O)O)cc1OC (stereo not drawn),-11,4,3,2,-12,1,-2,0,-5
CC(CCc1ccccc1)NC(=O)C1CCN(S(=O)(=O)N2CCOCC2)CC1 (stereo not drawn),5,24,2,0,-9,2,0,-6,-2
COC1CCCCC1Nc1cccc(SC)c1 (stereo not drawn),0,11,-3,-3,15,-1,-1,2,-9
CC(C)NC(=O)NC(=O)COC(=O)c1cc(S(=O)(=O)N2CCCCC2)ccc1N1CCOCC1,-4,1,-5,0,-7,2,9,-7,4
Cc1cccc(C(=O)NC(NCc2ccco2)C(Cl)(Cl)Cl)c1 (stereo not drawn),6,14,4,-2,2,1,0,1,1
